# Screening data (PubChem BioAssay)
# AID2073: disruptors of CaV2.2 binding to Mint1 – biochemical, HTRF (AID 2073). HTRF protein-protein interaction, Mint1-CaV2.2; higher % means a stronger effect. one-dose inhibition, % at 20 µM; IC50 in µM for titrated hits. actives 0.19% (n = 290,000); in the data active means inhibition mostly above about 51%, no sharp cut-off; inconclusive means no clear call, values can overlap the other calls; inactive means mostly below about 53%; further: some results filed as inactive read as strong as hits
# SV40 large T antigen: SV40 large T antigen inhibitors, biochemical (AID 1903); SV40 large T antigen ATPase/helicase inhibition assay; higher % means a stronger effect; one-dose inhibition, % at 20 µM; IC50 in µM for titrated hits; actives 0.39% (n = 310,000); in the data active means a potency from the dose series; inconclusive means inhibition mostly from about 32% at the one dose, without a potency; inactive means the rest, 99 in 100 with inhibition below about 32%; further: strong numbers were not always called active
# Rac1 GTP hydrolysis: MgcRacGAP GTPase-activating activity inhibitors, confirmation, biochemical, ADP Hunter fluorescence. actives 0.6% (n = 340,000). one-dose inhibition, % at 30 µM; IC50 in µM for titrated hits. AID 624330. MgcRacGAP-stimulated Rac1 GTP hydrolysis, ADP Hunter fluorescence; higher % means a stronger effect; GST-tagged Rac1 F28L mutant substrate;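 active means first-screen hits whose inhibition reached a set limit at any dose in the follow-up dose series; inconclusive means inhibition above the set first-screen limit but never retested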;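 further: fluorescence reports GDP produced by GAP-driven GTP hydrolysis; strong numbers were not always called active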
# RSV antiviral HEp-2: inhibition of RSV-induced cytopathic effect – HEp-2 cells, primary 10 µM value included (AID 2391); HEp-2 cells, RSV-induced CPE inhibition; higher % means a stronger effect; one-dose CPE inhibition, % at 10 µM; IC50 in µM for titrated hits; actives 0.13% (n = 310,000); in the data active means a potency from the dose series; inconclusive means CPE inhibition mostly from about 23% at the one dose, without a potency; inactive means the rest, 99 in 100 with CPE inhibition below about 21%; further: strong numbers were not always called active
# Dengue-2 NS5 capping: Dengue-2 NS5 methyltransferase inhibitors, primary screen, biochemical, confirmation dose response (AID 588689). inhibition, % at 25 µM, or IC50 in µM where a hit was titrated. actives 0.3% (n = 340,000). Dengue-2 NS5 methyltransferase capping enzyme assay, biochemical; higher % means a stronger effect; in the data active means a potency from the dose series; inconclusive means inhibition above about 29% without an active follow-up result
# NTR1 agonist: NTR1-driven beta-arrestin-GFP spot formation – imaging, U2OS cells, high content, primary screen (AID 493036) | P30989 | agonist mode | activation, % at 20 µM | actives 0.17% (n = 330,000);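 active means activation at or above 40% of the spot to cytoplasm intensity ratio, with at least 20 cells analyzed; inconclusive means wells under 20 cells, flagged as cytotoxic or low count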;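 further: 0% = DMSO without peptide and 100% = 100 nM NTR1 peptide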
# Target sequence (P30989 whole entry, looked up): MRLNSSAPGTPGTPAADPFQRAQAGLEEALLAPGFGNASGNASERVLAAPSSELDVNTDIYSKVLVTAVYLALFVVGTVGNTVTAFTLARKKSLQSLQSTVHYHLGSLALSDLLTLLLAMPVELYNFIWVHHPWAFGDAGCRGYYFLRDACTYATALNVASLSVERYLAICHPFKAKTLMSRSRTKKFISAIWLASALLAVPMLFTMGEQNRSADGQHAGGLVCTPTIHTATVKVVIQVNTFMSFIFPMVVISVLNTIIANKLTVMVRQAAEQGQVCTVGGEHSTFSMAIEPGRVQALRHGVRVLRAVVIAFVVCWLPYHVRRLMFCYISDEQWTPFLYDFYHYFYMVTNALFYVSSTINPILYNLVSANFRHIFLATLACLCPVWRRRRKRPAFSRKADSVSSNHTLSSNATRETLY
# West Nile antiviral: inhibition of WNV-induced cytopathic effect – cell-based, CPE readout (AID 1621) | actives 0.02% (n = 290,000) | West Nile virus-infected cells, CPE inhibition; higher % means a stronger effect | one-dose CPE inhibition, % at 10 µM; IC50 in µM for titrated hits; in the data active means a potency from the dose series; inconclusive means CPE inhibition mostly from about 3.7% at the one dose, without a potency; inactive means the rest, 99 in 100 with CPE inhibition below about 2.2%; further: strong numbers were not always called active
# SIAH1 antagonists: blockers of Siah-1 interaction with plectin peptide – biochemical, fluorescence polarization, rhodamine-plectin, uHTS, primary screen (AID 1817); Siah-1 / rhodamine-plectin peptide fluorescence polarization; higher % means a stronger effect; displacement, % at 20 µM, or IC50 in µM where a hit was titrated; actives 0.02% (n = 290,000);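 active means displacement of at least 50% at 20 µM, with a fluorescence ratio check between 0.3 and a set limit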;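 further: plate controls were Siah plus tracer with DMSO for no effect and tracer alone without Siah for full effect; strong numbers were not always called active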
# UTI89 phage lysis: protection from phage-mediated lysis, alamar blue read-out – E. coli UTI89, K1F phage, bacterial capsule biogenesis inhibitors (AID 488966). E. coli UTI89 K1F phage lysis, alamar blue, 2 h; higher % means a stronger effect. inhibition, % at 100 µM, or IC50 in µM where a hit was titrated. actives 0.02% (n = 340,000);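 active means phage lysis inhibition, versus mean bacterial control, above a set limit; inconclusive means no clear call, values can overlap the other calls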;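 further: capsule biogenesis inhibitors block K1F phage lysis so surviving cells raise fluorescence; higher fluorescence means more inhibition of phage lysis; actives were called in the ten point dose series up to 300 µM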
# NTR1 agonist cell count 20 µM: second read-out of NTR1 agonist, no call of its own (marks repeat the call); cell count; measured here: cell count, cytotoxicity flag
# Dengue-2 NS5 capping pilot replicate: further read-out of Dengue-2 NS5 capping, marked with its call; inhibition, %; measured here: pilot screen replicate inhibition
# Active calls of the source: *; ? = inconclusive; nt = no result given; [ ] = dose if it differs, or a comment.
SMILES,AID2073,SV40 large T antigen,Rac1 GTP hydrolysis,RSV antiviral HEp-2,Dengue-2 NS5 capping,NTR1 agonist,NTR1 agonist cell count 20 µM,West Nile antiviral,SIAH1 antagonists,UTI89 phage lysis,others
CCCCNC(=S)N(CCCO)Cc1cc2cc3c(cc2[nH]c1=O)OCCO3,-12%,3%,15%,-0.1%,0%,0.3,64,-1.2%,3%,0.4%,
C/C(=N\NC(=O)c1cccc(F)c1)c1ccc(Br)s1,6%,-6%,4%,4.5%,-4%,0.9,58,0.5%,4%,-2.0%,
CCOC(=O)C1CCN(C(=O)CN2C(=O)NC(C)(c3ccc4cc(OC)ccc4c3)C2=O)CC1 (stereo unspecified),nt,nt,-3%,nt,-2%,1.1,65,nt,nt,3.9%,
CS(=O)(=O)Nc1ccc(C(=O)Nc2ccc3c(c2)OCO3)cc1,-1%,0%,0%,1.0%,-7%,3.4,43,-0.1%,13%,-1.4%,
COc1ccc(C(=O)c2cc3cccc(OC)c3o2)cc1,3%,20%,1%,-0.3%,5%,2.0,43,-0.4%,-3%,0.0%,
CCOC(=O)CNC(=O)c1cc(-c2ccc3c(c2)OCCO3)oc1C,11%,5%,10%,5.7%,-11%,1.4,85,-0.3%,2%,0.4%,
CN1C(=O)CC(Sc2ccccc2C(=O)O)C1=O (stereo unspecified),4%,0%,4%,1.3%,-2%,-1.4,48,0.1%,0%,-1.1%,
Cc1noc(C)c1COC(=O)c1cc2c3ccccc3n(C)c2s1,-5%,4%,-3%,?,3%,3.3,48,-0.4%,-1%,1.1%,
COc1ccc(-c2noc(CCC(=O)Nc3nc4ccccc4s3)n2)cc1,6%,1%,nt,0.9%,nt,0.7,57,0.5%,1%,nt,
CCSc1ncc(Cl)c(C(=O)Nc2ccccc2Cl)n1,45%,3%,0%,-3.2%,-7%,4.9,59,0.1%,-3%,-0.2%,
Nc1nnc(CSCc2ccc(Cl)cc2Cl)s1,-8%,-2%,6%,1.9%,-7%,2.0,67,-0.6%,9%,-0.1%,
Cc1cc(C)nc(-n2nc(C)cc2NC(=O)CN2CCC(C)CC2)n1,-5%,22%,5%,-1.4%,-2%,3.4,59,0.6%,2%,1.7%[50 µM],
O=C(NNC(=O)c1ccccc1F)c1ccc2nc[nH]c2c1,2%,13%,7%,1.1%,0%,0.2,45,0.1%,12%,0.0%,
O=C(/C=C/Nc1ccccc1Br)c1ccccn1,10%,6%,8%,4.3%,10%,2.0,45,-0.8%,-3%,-0.2%,
O=C(COC(=O)c1ccc2[nH]c3c(c2c1)CCCC3)NC1CCS(=O)(=O)C1 (stereo unspecified),15%,3%,0%,18%,-5%,3.8,47,-0.7%,4%,2.4%,

# 7 entries already listed, ordered by molecular weight, falling.
SMILES,AID2073,SV40 large T antigen,Rac1 GTP hydrolysis,RSV antiviral HEp-2,Dengue-2 NS5 capping,NTR1 agonist,NTR1 agonist cell count 20 µM,West Nile antiviral,SIAH1 antagonists,UTI89 phage lysis,others
CCOC(=O)C1CCN(C(=O)CN2C(=O)NC(C)(c3ccc4cc(OC)ccc4c3)C2=O)CC1 (stereo unspecified),nt,nt,-3%,nt,-2%,1.1,65,nt,nt,3.9%,
CCOC(=O)CNC(=O)c1cc(-c2ccc3c(c2)OCCO3)oc1C,11%,5%,10%,5.7%,-11%,1.4,85,-0.3%,2%,0.4%,
Cc1cc(C)nc(-n2nc(C)cc2NC(=O)CN2CCC(C)CC2)n1,-5%,22%,5%,-1.4%,-2%,3.4,59,0.6%,2%,1.7%[50 µM],
Cc1noc(C)c1COC(=O)c1cc2c3ccccc3n(C)c2s1,-5%,4%,-3%,?,3%,3.3,48,-0.4%,-1%,1.1%,
CCSc1ncc(Cl)c(C(=O)Nc2ccccc2Cl)n1,45%,3%,0%,-3.2%,-7%,4.9,59,0.1%,-3%,-0.2%,
Nc1nnc(CSCc2ccc(Cl)cc2Cl)s1,-8%,-2%,6%,1.9%,-7%,2.0,67,-0.6%,9%,-0.1%,
O=C(/C=C/Nc1ccccc1Br)c1ccccn1,10%,6%,8%,4.3%,10%,2.0,45,-0.8%,-3%,-0.2%,

# Additional results:
SMILES,AID2073,SV40 large T antigen,Rac1 GTP hydrolysis,RSV antiviral HEp-2,Dengue-2 NS5 capping,NTR1 agonist,NTR1 agonist cell count 20 µM,West Nile antiviral,SIAH1 antagonists,UTI89 phage lysis,others
Nc1cccc2c1C(=O)N(Cc1nnc(-c3ccccc3Br)o1)C2=O,22%,6%,3%,4.2%,15%,-0.1,48,-0.6%,-3%,-0.9%,
CCOCCCNC(=S)N1CCN(C(=O)C(=O)Nc2ccc(C(=O)OC)cc2)CC1,-6%,8%,3%,1.3%,1%,2.9,46,-0.9%,1%,3.5%,
CCn1c(SCc2nc(-c3ccccc3)no2)nc2ccccc21,-3%,4%,4%,1.8%,-3%,3.5,70,-0.5%,0%,-0.2%,
O=C(c1cn(-c2ccccc2)nc1-c1cccnc1)N1CCCCC1,-1%,0%,10%,0.0%,-4%,-1.9,92,0.0%,2%,0.3%,
Cc1cccc(N2CCN(S(=O)(=O)c3cnc[nH]3)CC2)c1C,7%,0%,5%,2.5%,-1%,-1.1,86,0.1%,0%,-0.1%,
COc1cc(C(=O)NCc2cc3ccccc3n2C)cc(OC)c1OC,13%,6%,11%,0.1%,10%,0.5,50,-0.5%,-2%,-0.5%,
C#CCOCCOCCOCCNc1nc(N2CCN(C(=O)[C@H](CCC(=O)O)n3cc([C@@H](N)[C@H](C)CC)nn3)CC2)nc(N2CCN(C(=O)[C@H](CCC(=O)O)n3cc([C@@H](N)CC(N)=O)nn3)CC2)n1,nt,nt,8%,nt,-6%,-2.2,50,nt,nt,0.2%,Dengue-2 NS5 capping pilot replicate=4.0
CCOC(=O)Cn1c(=O)c2c(nc3n2CCCCN3c2ccc(OCC)cc2)n(C)c1=O,nt,7%,12%,1.3%,3%,-0.4,59,nt,nt,-0.1%,
CCOC(=O)N1CCN(C(=O)CSc2ccc(-c3ccccc3OC)nn2)CC1,-2%,8%,2%,0.9%,-2%,0.1,79,-0.2%,12%,0.1%,
COC(=O)C(C(=O)Nc1cccc(Cl)c1C)C1CCCC1 (stereo unspecified),9%,-1%,-2%,2.2%,1%,0.3,91,-1.2%,4%,-0.4%,
CCOC(=O)C(NCCc1ccccc1F)(NC(=O)CC)C(F)(F)F (stereo unspecified),5%,7%,6%,1.4%,-4%,-0.6,53,-1.4%,-3%,3.0%,
O=C(Nc1cccc(F)c1)NC1(C(=O)NCC2CCCO2)CCCCC1 (stereo unspecified),-8%,0%,3%,-0.4%,0%,-0.2,51,-0.5%,2%,0.3%,
Cc1ccc(/C=C(\NC(=O)c2ccccc2)C(=O)N2CCCCC2)cc1,12%,-2%,9%,0.4%,-1%,0.1,45,-1.6%,-1%,0.2%,Dengue-2 NS5 capping pilot replicate=4.9
COc1ccccc1OCCn1c(C)c(C=O)c2ccccc21,-4%,7%,11%,0.6%,-1%,1.2,61,-1.1%,10%,0.1%,
COc1ccccc1CNC(=O)c1ccccc1OCc1ccc(F)cc1,0%,6%,8%,?,-2%,11,60,-0.9%,7%,0.8%[50 µM],
CCC(c1nnnn1C(C)(C)C)N1CCN(C(=O)c2ccco2)CC1 (stereo unspecified),2%,2%,-2%,0.9%,-3%,-0.9,59,-0.3%,0%,0.0%,
Cn1c(=O)c2sccc2n(Cc2ccccc2)c1=O,6%,29%,15%,3.8%,nt,0.1,53,-1.1%,4%,1.5%,
CCN(CC)CCOC(=O)c1ccc(NC(=O)c2ccc(Cl)c(S(=O)(=O)N3CCCCCC3)c2)cc1,24%,7%,2%,15%,4%,16,57,nt,-12%,0.0%,
CCOC(=O)N1CCN(C(=O)C2CCC(=O)N(CCc3ccccc3)C2)CC1 (stereo unspecified),0%,-6%,9%,-0.4%,6%,0.5,48,0.2%,-2%,1.3%[50 µM],
Cc1ccc(-n2c3nc(=O)[nH]c(=O)c-3cc3cc([N+](=O)[O-])ccc32)cc1C,-46%,12%,-9%,11%,65µM*,11,91,-1.2%,4%,0.0%,
O=C1c2ccccc2C(=O)c2c1ccc1c(=O)n(C3CCCCC3)[nH]c21,-3%,28%,10%,0.2%,3%,0.1,76,-0.5%,9%,0.6%,Dengue-2 NS5 capping pilot replicate=-1.5
CCC(=O)Nc1c2c(nn1-c1ccc(F)cc1)CS(=O)(=O)C2,22%,4%,-1%,1.5%,-1%,-0.2,85,0.6%,-1%,0.1%,
O=C(Cn1cc2c(n1)CCCCC2)N1CCc2ccccc21,-12%,0%,-3%,1.1%,2%,-1.2,58,0.2%,9%,7.2%,
COC(=O)c1ccc(NC(=O)Nc2ccccc2C)cc1,3%,1%,-21%,6.0%,-4%,1.4,42,0.5%,13%,-2.1%,
COC(=O)C1=C(C)N=C2SC(C)C(=O)N2C1/C=C/c1ccccc1OC (stereo unspecified),0%,4%,-7%,3.9%,-4%,2.6,34,-0.7%,5%,-0.6%,
COc1ccc(C(=O)COC(=O)Cn2c(C)csc2=O)c(OC)c1,nt,11%,3%,0.0%,0%,0.3,62,nt,nt,2.0%[50 µM],
CC(=O)COc1ccc2cc(-c3ccccc3)c(=O)oc2c1,39%,10%,4%,5.6%,-6%,2.6,61,-0.9%,-5%,0.3%,
COc1ccc(CC(=O)N2CCc3ccccc32)cc1,3%,6%,2%,0.8%,nt,-0.4,34,-0.3%,-4%,0.5%,
Cc1cc(C)cc(OCCNC(=O)c2ccc(Br)cc2)c1,13%,8%,5%,2.5%,-3%,-0.6,45,-1.5%,17%,0.5%,
Cc1ccc(C(=O)Oc2oc(-c3ccco3)nc2C=Nc2ccc(Cl)cc2)cc1,-5%,11%,4%,2.2%,7%,-1.5,37,0.3%,-1%,0.5%,
O=C(NC(Cc1c[nH]c2ccccc12)C(=O)O)c1ccc(F)cc1 (stereo unspecified),-2%,26%,-2%,0.6%,-3%,1.7,32,0.7%,6%,0.3%,
CCn1c(C(C)C)n[nH]c1=S,-13%,17%,5%,0.5%,-4%,-1.1,54,0.6%,1%,-2.6%,
O=S1(=O)CCOC[C@H](CC2CCCCC2)N1Cc1cccc(C(F)(F)F)c1,0%,9%,-6%,-1.4%,-12%,18,69,-0.8%,-3%,-0.6%,
Cc1ccc(S(=O)(=O)N2C3C=CC(C3)C2C(=O)O)cc1 (stereo unspecified),-11%,5%,0%,2.7%,4%,5.2,55,0.1%,4%,1.0%,
CC(=Nc1ccccc1)C1=C(O)CSC1=O,-19%,12%,7%,-0.2%,3%,-0.2,49,0.4%,0%,1.7%,
Cc1cnc(NC2=NCCC2)s1,1%,24%,8%,0.4%,1%,0.9,102,-0.1%,3%,0.5%,
